# Source: PubChem BioAssay (National Center for Advancing Translational Sciences (NCATS))
# BRCA1 expr act: BRCA1 expression activation | MCF7-BRCA1-FFLuc reporter, luminescence, 48 h; response scale: scaled: vehicle 0%, 10 µM genistein 100% | Potency, µM (top dose mostly 46.1 µM), for the others: at the top dose activation, actives largely listed as activators | actives 1.1% (n = 380,000); also: nearly all actives have a fitted effect of over 80% in size; some results filed as inactive show a strong effect at the top dose
#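 Using MCF7 cells harboring a BRCA1 firefly luciferase reporter, plated 2 h before compound pinning, the screen measured luminescence after 48 h incubation. Responses were normalized to DMSO and 10 microM genistein, then fitted for concentration-effect.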
# uPA generation: cell surface uPA generation inhibition; cell surface uPA generation assay, qHTS; actives 0.31% (n = 330,000); Potency, µM (top dose mostly 38.3 µM), inactives show at the highest dose activity change, negative = inhibition, most hits filed as inhibitors; active = well fitted inhibition curve with a large enough effect; inconclusive = small, poorly fitted or top-dose-only effect; inactive = no such curve, though single readings can be large or run the other way; tested in mouse RAW 264.7 cells; also: % is scaled to controls: 0 for no effect and ±100 for the full control effect; nearly all actives have a fitted effect of over 55% in size
# ELG1 genotoxic: genotoxicity induction in ELG1-luciferase HEK293T cells; HEK293T ELG1-luciferase reporter, luminescence, 16 h; Potency, µM (highest dose often 46 µM), for inactives: at the top dose activity change, positive = activation, hits mostly activators; actives 1.3% (n = 330,000); also: % of control where 0% means no effect; nearly all actives have a fitted effect of over 60% in size
#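 Reporter readout depends on ELG1 protein level, which increases with genetic stress. After 16 hr compound exposure at 37 °C, luciferase activity was quantified using ONE-Glo.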
# p53 reactivation: restores transcriptional activity of mutant p53; H1299 p53-A138V BP100-luciferase reporter, luminescence, 24 h; actives 0.063% (n = 320,000); Potency, µM (series often up to 92.2 µM), for inactives: top-dose activity change, positive = activation, most hits filed as activators; also: % of control where 0% means no effect; nearly all actives have a fitted effect of over 45% in size
#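 H1299 (p53-null), stable ts p53-A138V + BP100-Luc; 1000 cells/well, Opti-MEM/10% FBS; cpd 4 pt, 1:5; 24 h, 37 deg C, 5% CO2; detection reagent 10 min RT; luminescence.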
# CXXC DNA block: inhibitors of human MLL CXXC domain-DNA interaction. Potency, µM (titrated, usually from 115 µM), for inactives: at the top dose activity change, negative = inhibition, most hits filed as inhibitors. actives 0.037% (n = 290,000). Q03164. MLL-CXXC / FITC-HOXA9 DNA fluorescence polarization; active = well fitted inhibition curve with a large enough effect in the polarisation, with a control signal flat, not every such curve was filed as active; inconclusive = small, poorly fitted or top-dose-only effect, or effect the other way, or a change in a side signal; inactive = no such curve, though single readings can be large or run the other way; the % refers to the polarisation
# Target sequence (Q03164 whole entry, looked up, the tested form may be a part): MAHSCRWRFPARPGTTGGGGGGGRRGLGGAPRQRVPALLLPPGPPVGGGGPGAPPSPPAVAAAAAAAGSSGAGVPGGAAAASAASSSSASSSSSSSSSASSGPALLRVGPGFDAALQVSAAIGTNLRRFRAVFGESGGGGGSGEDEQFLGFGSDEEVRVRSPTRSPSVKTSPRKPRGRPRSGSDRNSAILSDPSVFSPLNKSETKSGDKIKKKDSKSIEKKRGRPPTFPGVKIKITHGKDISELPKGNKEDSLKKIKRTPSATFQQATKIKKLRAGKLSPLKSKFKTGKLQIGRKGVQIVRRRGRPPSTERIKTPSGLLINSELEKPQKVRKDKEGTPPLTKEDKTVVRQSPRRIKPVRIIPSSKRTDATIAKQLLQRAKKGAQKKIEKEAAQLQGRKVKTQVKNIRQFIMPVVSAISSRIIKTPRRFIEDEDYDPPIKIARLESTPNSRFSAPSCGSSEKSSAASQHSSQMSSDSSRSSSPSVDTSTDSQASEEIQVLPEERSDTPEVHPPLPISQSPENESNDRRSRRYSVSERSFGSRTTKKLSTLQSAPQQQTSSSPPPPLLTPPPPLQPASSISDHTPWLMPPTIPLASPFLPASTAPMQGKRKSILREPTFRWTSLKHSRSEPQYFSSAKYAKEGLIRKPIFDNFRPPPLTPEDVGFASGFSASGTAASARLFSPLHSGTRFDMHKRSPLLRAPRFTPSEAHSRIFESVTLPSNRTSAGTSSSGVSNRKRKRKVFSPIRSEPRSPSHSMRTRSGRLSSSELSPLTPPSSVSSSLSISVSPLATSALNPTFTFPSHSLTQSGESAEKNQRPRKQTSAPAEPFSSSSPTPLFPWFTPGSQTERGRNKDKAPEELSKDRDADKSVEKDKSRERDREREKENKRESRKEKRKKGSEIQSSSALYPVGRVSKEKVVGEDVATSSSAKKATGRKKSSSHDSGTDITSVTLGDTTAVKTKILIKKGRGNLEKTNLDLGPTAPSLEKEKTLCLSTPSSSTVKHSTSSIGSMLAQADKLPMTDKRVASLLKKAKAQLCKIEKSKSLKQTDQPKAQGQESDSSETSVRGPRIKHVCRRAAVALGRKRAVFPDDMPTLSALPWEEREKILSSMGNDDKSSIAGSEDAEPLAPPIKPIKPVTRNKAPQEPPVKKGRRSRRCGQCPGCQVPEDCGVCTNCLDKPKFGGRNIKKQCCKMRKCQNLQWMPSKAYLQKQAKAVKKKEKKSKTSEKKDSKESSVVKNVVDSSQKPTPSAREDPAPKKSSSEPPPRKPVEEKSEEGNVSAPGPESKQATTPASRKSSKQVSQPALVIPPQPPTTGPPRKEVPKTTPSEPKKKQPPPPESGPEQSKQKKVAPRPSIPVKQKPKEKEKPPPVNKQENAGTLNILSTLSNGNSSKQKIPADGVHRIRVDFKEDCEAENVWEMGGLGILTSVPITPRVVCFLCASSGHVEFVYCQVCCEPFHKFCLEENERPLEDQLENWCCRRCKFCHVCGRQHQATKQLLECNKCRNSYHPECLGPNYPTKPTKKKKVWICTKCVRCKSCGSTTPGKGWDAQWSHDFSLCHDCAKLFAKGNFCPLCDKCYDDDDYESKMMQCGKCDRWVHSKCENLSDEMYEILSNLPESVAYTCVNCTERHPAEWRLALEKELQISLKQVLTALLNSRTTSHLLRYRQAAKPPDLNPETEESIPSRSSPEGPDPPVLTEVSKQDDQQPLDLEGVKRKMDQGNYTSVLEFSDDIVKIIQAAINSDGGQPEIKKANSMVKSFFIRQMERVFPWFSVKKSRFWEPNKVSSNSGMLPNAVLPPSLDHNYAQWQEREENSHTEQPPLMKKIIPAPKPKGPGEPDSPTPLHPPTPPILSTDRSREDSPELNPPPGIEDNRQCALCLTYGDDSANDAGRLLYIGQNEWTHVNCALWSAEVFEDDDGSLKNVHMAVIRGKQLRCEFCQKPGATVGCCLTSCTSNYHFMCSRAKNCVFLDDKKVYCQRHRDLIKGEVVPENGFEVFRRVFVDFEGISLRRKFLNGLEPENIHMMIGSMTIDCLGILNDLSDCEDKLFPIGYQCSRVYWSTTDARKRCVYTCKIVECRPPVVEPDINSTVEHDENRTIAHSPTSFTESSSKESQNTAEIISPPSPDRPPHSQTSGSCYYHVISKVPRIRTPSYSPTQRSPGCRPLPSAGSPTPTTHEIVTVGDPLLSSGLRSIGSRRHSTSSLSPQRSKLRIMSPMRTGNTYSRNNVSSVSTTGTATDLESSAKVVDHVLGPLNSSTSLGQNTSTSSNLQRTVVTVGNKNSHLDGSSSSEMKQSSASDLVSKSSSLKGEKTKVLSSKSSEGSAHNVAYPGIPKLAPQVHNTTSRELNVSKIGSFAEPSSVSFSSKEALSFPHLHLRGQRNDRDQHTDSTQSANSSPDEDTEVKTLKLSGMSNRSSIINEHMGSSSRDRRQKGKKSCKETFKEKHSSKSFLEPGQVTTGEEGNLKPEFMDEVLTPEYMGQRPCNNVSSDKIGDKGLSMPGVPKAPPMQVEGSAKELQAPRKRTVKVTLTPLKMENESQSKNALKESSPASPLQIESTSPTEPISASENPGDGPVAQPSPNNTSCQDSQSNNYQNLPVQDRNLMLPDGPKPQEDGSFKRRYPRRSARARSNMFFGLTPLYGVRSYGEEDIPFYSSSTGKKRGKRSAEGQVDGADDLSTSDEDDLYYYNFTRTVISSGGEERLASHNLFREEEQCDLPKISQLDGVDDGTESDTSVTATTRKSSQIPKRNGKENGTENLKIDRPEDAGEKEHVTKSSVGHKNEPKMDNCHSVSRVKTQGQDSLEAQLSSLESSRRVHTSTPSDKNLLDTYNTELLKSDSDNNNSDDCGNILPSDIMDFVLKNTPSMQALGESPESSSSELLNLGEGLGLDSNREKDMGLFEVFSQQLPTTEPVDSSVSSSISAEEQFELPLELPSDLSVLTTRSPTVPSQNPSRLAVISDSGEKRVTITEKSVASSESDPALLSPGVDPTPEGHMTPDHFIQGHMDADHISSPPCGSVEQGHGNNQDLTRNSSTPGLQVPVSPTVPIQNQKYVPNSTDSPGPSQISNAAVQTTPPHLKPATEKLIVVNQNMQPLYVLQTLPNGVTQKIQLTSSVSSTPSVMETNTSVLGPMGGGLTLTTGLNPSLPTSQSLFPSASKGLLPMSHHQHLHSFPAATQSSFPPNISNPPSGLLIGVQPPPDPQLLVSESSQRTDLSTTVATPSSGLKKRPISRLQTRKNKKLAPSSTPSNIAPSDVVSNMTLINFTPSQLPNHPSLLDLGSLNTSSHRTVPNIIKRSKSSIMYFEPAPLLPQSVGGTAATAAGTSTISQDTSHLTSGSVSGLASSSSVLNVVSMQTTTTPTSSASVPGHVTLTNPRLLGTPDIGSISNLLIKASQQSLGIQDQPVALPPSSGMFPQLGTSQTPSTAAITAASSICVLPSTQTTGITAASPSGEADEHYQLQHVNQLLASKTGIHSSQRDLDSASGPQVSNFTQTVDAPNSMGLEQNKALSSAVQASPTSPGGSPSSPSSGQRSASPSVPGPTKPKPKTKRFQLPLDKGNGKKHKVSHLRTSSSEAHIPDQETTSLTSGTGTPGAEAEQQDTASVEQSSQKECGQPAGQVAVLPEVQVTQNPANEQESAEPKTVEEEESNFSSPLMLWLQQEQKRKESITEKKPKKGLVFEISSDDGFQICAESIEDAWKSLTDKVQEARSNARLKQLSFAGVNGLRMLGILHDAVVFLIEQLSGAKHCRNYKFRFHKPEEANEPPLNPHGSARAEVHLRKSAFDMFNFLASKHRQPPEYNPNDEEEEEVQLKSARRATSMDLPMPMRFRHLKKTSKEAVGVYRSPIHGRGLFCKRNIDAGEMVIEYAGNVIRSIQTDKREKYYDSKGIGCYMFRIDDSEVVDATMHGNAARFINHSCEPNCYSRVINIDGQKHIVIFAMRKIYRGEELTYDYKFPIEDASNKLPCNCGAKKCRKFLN
#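 Fluorescence polarization: 7 uM MLL-CXXC (stock) preincubated 5 min with compounds, then 50 nM fluorescein-HOX-A9 DNA (stock) added; 30 min ambient. Buffer 50 mM Tris-HCl pH 7.5, 50 mM NaCl, 1 mM DTT, 0.05% BSA.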
# FLuc counter: firefly luciferase modulation, counter-screen for miR-21 project. AID 588342. purified FLuc, Km substrates, luminescence inhibition. P08659. Potency, µM (top dose mostly 57.5 µM), for the others: at the top dose activity change, negative = inhibition, most hits filed as inhibitors. actives 6.9% (n = 360,000);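 also: plate controls were vehicle for no effect and reference inhibitor for full effect; nearly all actives have a fitted effect of over 55% in size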
#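 Purified P. pyralis luciferase (10nM final) with 10uM D-luciferin and 10uM ATP (Km levels) in 50mM Tris acetate pH 7.5, 10mM Mg acetate, 0.01% Tween-20, 0.05% BSA; qHTS 6-point titration, ~60 µM downward; luminescence read.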
# NPC1 prom act: activates the NPC1 promoter | Huh7 NPC1 promoter luciferase reporter, 24 h | Potency, µM (highest dose often 9.22 µM), inactives show at the highest dose activation, most hits filed as activators | actives 2.4% (n = 320,000) | AID 485313;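 also: % of control where 0% means no effect; nearly all actives have a fitted effect of over 60% in size; reporter is driven by a mutant NPC1 promoter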
#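 Luciferase expression driven by the NPC1 promoter was measured in stably transfected Huh7 cells after a 24 h compound incubation, using a luciferase reagent and a luminescence read.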
# Rab9 prom act: activators of Rab9 promoter. Huh7 Rab9 promoter-luciferase reporter, luminescence, 24 h. Potency, µM (doses to about 9.22 µM), inactives show at the highest dose activation, negative = inhibition, most hits filed as activators. actives 2.8% (n = 320,000); also: % of control where 0% means no effect; nearly all actives have a fitted effect of over 60% in size
#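 Huh7 cells stably carrying a Rab9 promoter-luciferase reporter, 1500 cells per well in OP-MEM I with 10% FBS, treated with compound 24 hours at 37C. Luciferase activity read by luminescence after 10 minutes with Amplite reagent.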
# RORgamma inh: blocks mouse ROR gamma transcriptional activity; actives 5.4% (n = 310,000); Potency, µM (series often up to 53.6 µM), inactives show top-dose activity change, negative = inhibition, usual class: inhibitors; Drosophila S2 Gal4-RORgamma UAS-luciferase reporter, 20 h; P51450; also: % is scaled to controls: 0 for no effect and ±100 for the full control effect; nearly all actives have a fitted effect of over 60% in size
#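 Luciferase reporter read in Schneider cells carrying Gal4-RORγ (mouse) and UAS-Photinus luciferase; cells given compound 1 h before 700 uM copper sulfate induction, then incubated 20 h at ambient temperature.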
# MBNL1-CUG inh: inhibitors of human MBNL1 binding to CUG repeat RNA. AID 2675. Potency, µM (series often up to 57.5 µM), for the others: at the highest dose activity change, negative = inhibition, actives largely listed as inhibitors. Q9NR56. TR-FRET MBNL1-His/biotin-(CUG)12 binding, 665/545 ratio. actives 0.036% (n = 280,000); active = well fitted inhibition curve with a large enough effect in the signal ratio, with a control signal flat, not every such curve was filed as active; inconclusive = small, poorly fitted or top-dose-only effect, or effect the other way, or a change in a side signal; inactive = no such curve, though single readings can be large or run the other way; the % refers to the signal ratio; also: % is scaled to controls: 0 for no effect and ±100 for the full control effect
#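 His-tagged MBNL1 binding to biotinylated (CUG)12 RNA was measured by TR-FRET using terbium anti-His antibody (0.055 ng/ul final) and streptavidin-XL665 (5 nM final). Compounds were titrated 92 nM to 58 uM; 60 min at room temperature.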
# Gal4-VP16 FLuc: inhibits Gal4-VP16 luciferase reporter, ROR gamma counter-screen; Drosophila S2 Gal4-VP16 UAS-luciferase, luminescence, 20 h; Potency, µM (doses to about 53.6 µM), for the others: at the top dose activity, negative = inhibition, most hits filed as inhibitors; actives 3.5% (n = 310,000);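 also: Gal4-VP16 expression switched on by copper sulfate through the metallothionein promoter; % is scaled to controls: 0 for no effect and ±100 for the full control effect; nearly all actives have a fitted effect of over 50% in size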
# An asterisk follows results filed as active; u = inconclusive; x = no result given; [ ] = remark or other dose. Unless noted, calls follow the shape of the dose curve; as a rule, active = well fitted curve in the direction sought with a large enough effect; inconclusive = small, poorly fitted or top-dose-only effect, or another doubt; inactive = no such curve, though single readings can be large; an effect the other way counts as inactive or inconclusive. Potency is read from the fitted curve at half-maximal effect. An excerpt. The share of hits here may be higher or lower than overall.
1) Cc1cccc(C)c1NC(=O)N1C2CCC1CC(O)(c1cccnc1)C2 (configuration not stated)
2) CSc1nc2ccc3nc(NC(=O)c4ccc(Cl)s4)sc3c2s1
3) Cc1cccc(C)c1NC(=S)NC1CCCCC1
4) CCCn1nnc(NCc2ccc(OCc3cccs3)c(OC)c2)n1
5) Cc1ccc(Cl)cc1NC(=O)c1cccc(OC(F)F)c1
6) Cc1ccc(C)c(CN2C(=O)CSc3ccc(C(=O)NCC(C)CN4CCC(C)CC4)cc32)c1 (configuration not stated)
assay / entry | 1 | 2 | 3 | 4 | 5 | 6
BRCA1 expr act | -1% | -24% | -17% | -38% | -5% | -14%
uPA generation | -2% | 4% | -1% | -4% | x | 4%
ELG1 genotoxic | 4% | 1% | 1% | 7% | -1% | 2%
p53 reactivation | 1% | 13% | -2% | -7% | -6% | 1%
CXXC DNA block | -1% | -9% | 5% | 2% | 7% | 1%
FLuc counter | -3% | -16% | 2% | 4% | -24% | 2%
NPC1 prom act | 0% | 4% | 2% | 0% | -2% | 2%
Rab9 prom act | 3% | -6% | 0% | -3% | -5% | -4%
RORgamma inh | 1% | -8% | 6.3µM* | 32% | 8% | -15%
MBNL1-CUG inh | -6% | -12% | -14% | 7% | -3% | -9%
Gal4-VP16 FLuc | -5%[10 µM] | -6% | 4.5µM* | -1%[0.365 µM] | 21% | 0%

7) COC(=O)c1cn(Cc2c(C)cc(C)cc2C)nn1
8) CC(C(=O)NCc1ccc(F)cc1)n1ccc2cc(S(=O)(=O)N3CCCC3)ccc21 (configuration not stated)
9) O=C1/C(=C/c2cccc([N+](=O)[O-])c2)CCc2ccccc21
10) C=CCn1c(SCC(=O)c2ccc(CNC(C)=O)o2)nc2ccccc2c1=O
11) COc1ccc(N(C(=O)CS(=O)CC(=O)Nc2ccc(F)cc2)C(C(=O)NC2CCCCC2)c2cccs2)cc1 (configuration not stated)
12) COc1ccc(S(=O)(=O)N2CCOCC2)cc1NC(=O)CCNC(=O)c1ccc(Cl)cc1
assay / entry | 7 | 8 | 9 | 10 | 11 | 12
BRCA1 expr act | -28% | -16% | -23% | -33% | -31% | -1%
uPA generation | 6% | -3% | -11% | 1% | -3% | 2%
ELG1 genotoxic | 0% | -8% | -14% | 1% | 9% | 3%
p53 reactivation | -3% | 0% | u | -7% | 4% | 12%
CXXC DNA block | -5% | -3% | 0% | 15% | 8% | x
FLuc counter | 0% | 0% | 9.5µM* | 3% | 5% | -4%
NPC1 prom act | -2% | -2% | 0% | 0% | -2% | -2%
Rab9 prom act | 1% | 1% | -4% | -3% | -4% | 0%
RORgamma inh | 5% | 29% | u | u | -11% | x
MBNL1-CUG inh | -2%[11.5 µM] | -2% | 2% | 6% | -4% | x
Gal4-VP16 FLuc | -2% | -2% | u | 5% | -16% | x

13) CC(C)C(=O)NC(=S)Nc1ccccc1F
14) CCCOc1cccc(C(=O)NC(=S)Nc2ccc(N3CCN(C)CC3)cc2)c1
15) CCCN1CC(O)=C(C#N)C1=O
16) Cc1cc(C(=O)N/N=C2\CC(=O)c3ccccc32)c(C)n1-c1ccc(F)cc1
17) Nc1cc(=O)[nH]c(SCC(=O)NNC(=O)c2ccccc2)n1
assay / entry | 13 | 14 | 15 | 16 | 17
BRCA1 expr act | 30% | 1% | -22% | -29% | -18%
uPA generation | -8% | 1% | -1% | 7% | 2%
ELG1 genotoxic | 2% | 2% | -2% | 11% | 1%
p53 reactivation | 25% | -2% | -2% | 19% | 20%
CXXC DNA block | 6% | -4% | 0% | -7% | x
FLuc counter | 1% | u | -2% | 8.5µM* | -1%
NPC1 prom act | -2% | -1% | 0% | -24% | 15%
Rab9 prom act | 6% | -3% | -5% | u | -2%
RORgamma inh | 7.1µM* | -16% | -22% | 13% | x
MBNL1-CUG inh | -4% | -5% | x | 2% | x
Gal4-VP16 FLuc | u | -8%[10 µM] | 0% | -11% | x

# A different layout for part of the listing above:
item	canonical_smiles	BRCA1 expr act	uPA generation	ELG1 genotoxic	p53 reactivation	CXXC DNA block	FLuc counter	NPC1 prom act	Rab9 prom act	RORgamma inh	MBNL1-CUG inh	Gal4-VP16 FLuc
10	C=CCn1c(SCC(=O)c2ccc(CNC(C)=O)o2)nc2ccccc2c1=O	-33%	1%	1%	-7%	15%	3%	0%	-3%	u	6%	5%
11	COc1ccc(N(C(=O)CS(=O)CC(=O)Nc2ccc(F)cc2)C(C(=O)NC2CCCCC2)c2cccs2)cc1 (configuration not stated)	-31%	-3%	9%	4%	8%	5%	-2%	-4%	-11%	-4%	-16%
12	COc1ccc(S(=O)(=O)N2CCOCC2)cc1NC(=O)CCNC(=O)c1ccc(Cl)cc1	-1%	2%	3%	12%	x	-4%	-2%	0%	x	x	x
13	CC(C)C(=O)NC(=S)Nc1ccccc1F	30%	-8%	2%	25%	6%	1%	-2%	6%	7.1µM*	-4%	u
14	CCCOc1cccc(C(=O)NC(=S)Nc2ccc(N3CCN(C)CC3)cc2)c1	1%	1%	2%	-2%	-4%	u	-1%	-3%	-16%	-5%	-8%[10 µM]
15	CCCN1CC(O)=C(C#N)C1=O	-22%	-1%	-2%	-2%	0%	-2%	0%	-5%	-22%	x	0%
16	Cc1cc(C(=O)N/N=C2\CC(=O)c3ccccc32)c(C)n1-c1ccc(F)cc1	-29%	7%	11%	19%	-7%	8.5µM*	-24%	u	13%	2%	-11%
17	Nc1cc(=O)[nH]c(SCC(=O)NNC(=O)c2ccccc2)n1	-18%	2%	1%	20%	x	-1%	15%	-2%	x	x	x
